# FXIa inh 1536: human FXIa protease inhibitors, primary screen, biochemical, 1536-well; Coagulation factor XI (Homo sapiens), P03951; purified FXIa, Boc-Glu-Ala-Arg-AMC fluorogenic substrate; inhibition, % at 5 µM; 220,000 compounds, 0.14% hits; AID 798, 2007;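 active = inhibition of at least 40%; inactive = inhibition below 40%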;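 note: fluorescence of freed AMC excited at 355 nm; 0% = enzyme without compound and 100% = no enzyme blank; many of its hits are not listed in these tables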
# Target sequence (P03951 19-387 limits assumed): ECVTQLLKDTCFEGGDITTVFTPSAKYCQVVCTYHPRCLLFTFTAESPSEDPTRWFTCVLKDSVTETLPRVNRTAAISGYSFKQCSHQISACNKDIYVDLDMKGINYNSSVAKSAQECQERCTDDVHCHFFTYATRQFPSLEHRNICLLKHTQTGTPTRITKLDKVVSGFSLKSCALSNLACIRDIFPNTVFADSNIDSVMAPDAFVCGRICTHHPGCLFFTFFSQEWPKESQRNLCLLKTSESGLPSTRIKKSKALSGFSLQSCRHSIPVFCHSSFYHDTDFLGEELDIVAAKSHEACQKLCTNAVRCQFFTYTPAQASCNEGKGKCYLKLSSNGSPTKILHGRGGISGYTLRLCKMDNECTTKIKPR
# Target sequence (P03951 388-625 limits assumed): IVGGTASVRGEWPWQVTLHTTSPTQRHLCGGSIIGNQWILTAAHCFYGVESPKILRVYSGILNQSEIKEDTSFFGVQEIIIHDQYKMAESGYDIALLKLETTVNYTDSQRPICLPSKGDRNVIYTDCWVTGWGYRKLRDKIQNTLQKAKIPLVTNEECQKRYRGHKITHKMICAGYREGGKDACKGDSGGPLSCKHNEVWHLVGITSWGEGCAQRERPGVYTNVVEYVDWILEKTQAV
# TNF death inh: inhibitors of TNF-alpha triggered necroptosis, primary screen, cell-based, Jurkat FADD-/-, single concentration | 220,000 compounds, 0.068% hits | Jurkat FADD-/- TNF necroptosis rescue, ATP luminescence, 24 h; 0 = TNF only, 100 = no-TNF cells | AID 463075, 2010 | activation (protection from cell death), % at 10 µM;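 active = activation, meaning protection from cell death, of at least 50% relative to plate controls; inactive = activation below 50%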;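 note: necroptosis triggered by 40 ng/mL TNF-alpha added together with compound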
# L929 necroptosis: inhibitors of zVAD-triggered necroptosis, primary screen, L929 cells; L929 zVAD necroptosis rescue, ATP luminescence, 24 h; with zVAD 60 µM; viability rescue, % at 10 µM; 220,000 compounds, 0.38% hits;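 active = activation, scaled between plate controls, above about 75%, limit read from the data; inactive = activation under that limit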;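 note: 0% = zVAD with DMSO and 100% = DMSO alone without zVAD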
# FXIIa inh 1536: human FXIIa protease inhibitors, primary screen, biochemical, 1536-well. purified FXIIa, Boc-QGR-AMC fluorogenic substrate, 2 h. 220,000 compounds, 0.3% hits. inhibition, % at 5 µM. AID 800, 2007. Coagulation factor XII (Homo sapiens), P00748; in the data active = inhibition above about 40%;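 note: 0% = enzyme with no compound and 100% = blank without enzyme; many of its hits are not listed in these tables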
# PPC-1+TRAIL kill: compounds killing PPC-1 cancer cells with TRAIL present, primary screen, TRAIL potentiator project, ATPLite luminescence, uHTS. PPC-1 cells + TRAIL, ATPLite viability luminescence. cell killing (% activity), % at 4 µM. 220,000 compounds, 0.41% hits. AID 1443, 2008;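 active = cell killing above 50% in the first pass at 4 µM, then a duplicate retest at 5 µM averaging 50% or more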;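 note: plate controls were cells with TRAIL plus DMSO for no effect and medium-only wells lacking cells for full effect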
# Wee1 degr inh: Wee1 degradation inhibitors, primary screen, cell-based, HeLa, Wee1K328M-luciferase, luminescence | Wee1-like protein kinase (Homo sapiens), P30291 | HeLa Luc-Wee1K328M stability; 100% = proteasome inhibitor MG132 effect | reporter increase, % at 5 µM | 220,000 compounds, 1.2% hits | AID 1321, 2008;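 active = activation above the mean of all tested compounds plus 3 SD, set per screening run, cut at about 8.8% in these data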;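 note: cells exposed to compound for 20 h before luminescence read; 0% = DMSO alone and 100% = MG132 at 30 µM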
# EP2 antag: human EP2 receptor antagonists, primary screen, TR-FRET cAMP, C6 glioma cells; Prostaglandin E2 receptor EP2 subtype (Homo sapiens), P43116; C6 glioma cells expressing human EP2; cells stimulated with saturating PGE2; AID 1422, 2008; inhibition, % at 25 µM; 260,000 compounds, 0.52% hits;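 active = percent inhibition above 40 after rounding to a whole number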;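 note: rat C6 glioma host cells with rolipram phosphodiesterase inhibitor present; the protocol text gives 20 µM as final concentration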
# Target sequence (P43116 whole entry, looked up): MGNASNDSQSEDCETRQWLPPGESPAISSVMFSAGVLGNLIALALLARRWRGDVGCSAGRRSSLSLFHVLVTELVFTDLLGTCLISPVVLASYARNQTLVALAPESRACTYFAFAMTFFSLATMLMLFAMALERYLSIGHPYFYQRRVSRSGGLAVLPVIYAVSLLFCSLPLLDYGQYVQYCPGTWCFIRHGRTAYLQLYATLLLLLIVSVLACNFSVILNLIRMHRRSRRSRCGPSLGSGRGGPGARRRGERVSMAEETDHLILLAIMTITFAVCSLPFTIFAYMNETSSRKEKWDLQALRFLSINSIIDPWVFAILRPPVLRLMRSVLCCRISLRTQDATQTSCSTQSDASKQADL
# TbHK1 inh: Trypanosoma brucei hexokinase 1 inhibitors, primary screen, biochemical, G6PDH-coupled NADH absorbance, MLSCN library. hexokinase 1 [Trypanosoma brucei]. recombinant TbHK1, G6PDH-coupled NADH A340. inhibition, % at 10 µM. 220,000 compounds, 0.11% hits;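 active = inhibition of 50% or more in the single-dose primary screen; inactive = inhibition below 50%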
# CHOP inhibitor: inhibitors of CHOP promoter induction, primary screen, cell-based, unfolded protein response, luciferase reporter; CHO-K1 CHOP-promoter luciferase, tunicamycin-induced, 15-18 h; inhibition, % at 10 µM; 220,000 compounds, 3.8% hits; AID 2732, 2010;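 active = compounds that reduced the stress-induced luciferase reporter signal by more than about 70% of percent inhibition, limit read from the data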;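 note: 0% = tunicamycin plus vehicle and 100% = wells without tunicamycin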
# Starred values were filed as active, the others as inactive; . = not tested or not shown; & = joins results of further samples.
Compound	FXIa inh 1536	TNF death inh	L929 necroptosis	FXIIa inh 1536	PPC-1+TRAIL kill	Wee1 degr inh	EP2 antag	TbHK1 inh	CHOP inhibitor
Cc1ccc(-c2nn(CC(=O)NCC3CCCO3)c(=O)c3ccccc23)cc1 (stereo not given)	1.1	-1.3	1.0	11.3	22.7	-0.5	8.2	0.1	27.7
CCCN(C(=O)CCl)C1=CCCCC1	1.0	1.6	2.1	10.1	23.4	1.8	6.4	-1.9	30.3
CCOc1ccc(N(CC)C(=O)CCNC(=O)Cn2ccc3ccccc3c2=O)cc1	-7.1	-0.4	0.0	-2.1	29.4	-2.9	6.2	-4.1	13.4
S=c1[nH]c(-c2ccccc2)cn1/N=C/c1cccc2ccccc12	2.5	-0.8	-1.0	7.2	8.3	-0.2	10.1	-3.9	14.7
COc1ccc(/C=N/NC(=O)c2sc(C)nc2C)cc1	-6.2	-4.2	5.4	.	-2.7	0.6	7.1	-25.0	-2.2
Cc1ccoc1C(=O)NCCNc1ccc(Cl)cc1[N+](=O)[O-]	6.3	2.4	0.8	5.7	24.1	-1.8	6.8	26.8	22.1
COc1cc(-c2nnc3sc(Cc4ccccc4)nn23)cc(OC)c1OC	-0.4	-4.0	-0.1	-0.8	-3.8	-0.3	6.2	1.9	-11.8
C#CCOC(=O)/C(=C/C=C/c1ccccc1)NC(=O)c1ccccc1	0.1	5.4	3.5	2.6	12.2	-3.5	4.3	-28.3	13.2
CCCOc1ccc(CCc2n[nH]c(=S)n2Cc2ccccc2)cc1	-8.8	-1.8	0.0	0.9	-7.3	-1.4	6.2	2.9	-20.8
Cn1c(C(=O)NCc2ccco2)cc2c(=O)[nH]c3ccccc3c21	5.9	-1.0	3.1	11.7	-21.7	1.7	12.7	3.0	48.4
Clc1ccc(OCc2nc(-c3ccc(Br)o3)no2)cc1	4.0	1.4	-0.3	12.7	-5.2	-1.9	8.8	-1.4	42.3
CCCCCNC(=O)CCc1ccccc1	8.1	-0.3	0.2	16.5	23.2	-0.1	7.7	4.1	-1.6
CCOC(=O)c1sc(C)c(C(=O)NCC(C)(C)CN(C)C)c1N	8.7	0.0	0.2	9.8	21.1	-1.4	7.8	0.9	15.5
O=C(NNC(=S)Nc1ccccc1)c1cc(-c2cccnc2)nc2ccccc12	-1.4	-0.2	0.9	5.4	7.7	-1.9	4.5	4.8	-12.3
O=C(Nc1ccc(Cc2ccncc2)cc1)c1cccc([N+](=O)[O-])c1	-12.5	2.2	0.8	0.3	2.2	-1.8	11.5	32.5	-20.7
Clc1ccccc1-c1nnc2sc(-c3ccc4c(c3)OCO4)nn12	-7.2	-1.5	-0.3	-5.1	22.2	3.9	11.3	-10.0	53.4
O=C(Nc1cc(S(=O)(=O)N2CCCCC2)ccc1Cl)c1ccccc1NS(=O)(=O)c1ccc(F)cc1	-0.1	-0.8	0.2	2.6	24.5	-3.4	11.2	0.4	62.0
COCCN1C(=O)c2ccccc2C(C(=O)NCCCN2CCCC2)C1c1c[nH]c2ccccc12 (stereo not given)	0.7	-0.4	1.1	14.1	9.5	-0.5	7.2	5.2	-19.6
O=C(O)C(CC(=O)N1CCOCC1)NCc1ccccc1 (stereo not given)	.	0.1	-0.2	.	.	-1.3	.	6.9	.
CCC(CC)C(=O)Nc1ccc(C)c(O)c1	-6.2	-5.6	-0.2	16.5	7.1	-1.8	.	-0.6	0.9

# (list continues)
Compound	FXIa inh 1536	TNF death inh	L929 necroptosis	FXIIa inh 1536	PPC-1+TRAIL kill	Wee1 degr inh	EP2 antag	TbHK1 inh	CHOP inhibitor
O=S(=O)(C=C(c1ccccc1)c1ccccc1)c1ccccc1	1.3	-3.1	-0.2	11.9	34.6	-1.8	13.7	6.1	26.8
CC(C)Oc1ccc(C(CC(=O)O)NC(=O)C2CCCCC2)cc1 (stereo not given)	-3.1	1.1	1.3	3.1	7.2	-2.2	11.3	-2.3	-9.1
CN(C)S(=O)(=O)N1CCN(c2cccc(Cl)c2)CC1	-7.8	-0.9	0.0	15.2	31.9	-3.2	5.7	-4.3	17.8
Nc1nc(C(F)(F)F)c(Br)c(=O)n1N	-3.4	-0.5	0.3	4.1	8.3	-0.6	1.4	2.4	0.6
O=C(CN1CCN(c2ccccc2F)CC1)c1c[nH]c2ccc(F)cc12	1.6	1.2	0.4	12.8	12.3	-1.2	3.3	-5.2	59.9
CC12C(=O)N(c3cccc4cccnc34)C(=O)C1C1C=CC2C1 (stereo not given)	-10.3	0.8	0.1	-0.8	16.5	-2.0	4.7	4.0	-13.0
Fc1cccc(NC(=S)N2CCCC2)c1	1.8	1.2	0.0	8.0	-4.6	0.1	16.4	-6.9	0.8
COc1ccc(Nc2nc(Cl)nc(NCc3ccco3)n2)c(OC)c1	29.6	-10.0	-0.1	16.1	5.9	-1.6	16.1	5.2	61.3
C=C(C)Cn1c(Sc2nc3ccccc3[nH]2)nc2c1c(=O)[nH]c(=O)n2C	3.5	1.5	4.1	14.6	30.3	-1.2	5.7	4.4	-9.1
COCCNC(=O)CCC(=O)NNc1nc2ccccc2c2nc(C)nn12	-2.2	-0.7	1.6	7.0	12.0	-0.2	6.3	-7.4	1.3
Cc1cc(Br)ccc1NC(=O)CN1C(=O)CCC1=O	4.0	2.3	-0.7	13.7	6.0	-2.8	7.9	-7.0	16.8
O=c1c2c3c(sc2nc2n1CCCC2)CCCCC3	-0.7	-0.4	-0.2	9.3	-20.3	-1.2	11.9	-5.6	8.1
OC(COCc1ccc2c(c1)OCO2)CN1CCN(Cc2ccccc2)CC1 (stereo not given)	2.5	-0.1	-0.5	5.4	19.2	-1.6	-2.9	-2.5	13.0
CCSc1nnc(NC(=O)CCn2c(=O)oc3ccccc32)s1	4.5	0.3	0.3	15.1	-5.3	.	12.7	-2.7	-3.9
CCCS(=O)(=O)N1CCN(Cc2ccc(OCc3ccccc3)c(OC)c2)CC1	.	-1.9	0.1	.	.	-2.2	10.3	-7.0	.
CCCNC(=O)N1CCN(S(=O)(=O)c2ccc(C)c(C)c2)CC1	.	-1.4	1.2	.	.	0.4	4.8	-4.3	.
CN(C)c1ccc(NC(=O)CCn2c(=S)oc3ccccc32)cc1	-5.0	0.1	1.3	6.8	8.6	11.3*	12.5	-3.5	-13.7
Cc1ccc(S(=O)(=O)NC(C(=O)O)c2ccccc2)cc1 (stereo not given)	-1.2	0.7	1.8	5.2	6.5	-1.6	0.3	-0.3	4.9
COc1cc(C2/C(=C(/O)c3ccc(OCC(C)C)cc3)C(=O)C(=O)N2CCN(C)C)ccc1O (stereo not given)	-10.6	-3.1	-0.3	10.0	9.9	3.1	8.6	-24.9	20.4
O=C(CN(Cc1ccco1)C(=O)CNS(=O)(=O)c1ccc(Cl)cc1)NCc1ccc(F)cc1	.	-0.5	-0.1	.	.	-0.1	21.8	-3.6	.

# (cont.)
Compound	FXIa inh 1536	TNF death inh	L929 necroptosis	FXIIa inh 1536	PPC-1+TRAIL kill	Wee1 degr inh	EP2 antag	TbHK1 inh	CHOP inhibitor
COc1ccc2c(CC#N)c[nH]c2c1	-8.1	1.4	0.8	3.4	12.7	2.1	.	2.2	-16.3
Cc1cc(/C=N/NC(N)=S)c(C)n1-c1cccc(Cl)c1	4.4	-7.0	-0.1	11.4	-1.9	0.3	11.3	-17.4	3.5
O=C(Nc1nc2ccccc2s1)C1CCCO1 (stereo not given)	6.0	1.0	0.7	5.7	7.9	4.7	4.3	4.4	-26.8
CC1=NN(C(C#N)c2c(C)nn(Cc3ccccc3)c2C)C(C)(C)C1 (stereo not given)	-5.2	12.0	5.4	.	15.9	-0.5	10.6	3.1	0.0
CCOC(=O)c1[nH]cnc1C(=O)NC(C)C	7.6	0.1	0.0	9.6	17.5	-2.4	7.6&14.7	7.1	-8.9
COc1cc(-c2nc3ccccn3c2/N=C/c2cc(OC)c(OC)c(OC)c2)ccc1O	.	-9.2	0.5	.	.	0.8	8.1	-23.9	.
O=c1oc2ccccc2cc1-c1nc(-c2ccccc2)no1	-9.5	-1.7	0.3	0.5	24.2	2.9	10.5	4.9	21.1
C=CCn1c(=O)c2ccccc2n2c(SCc3csc(-c4ccccc4)n3)nnc12	0.5	0.6	2.1	1.6	4.6	-1.7	.	-1.9	42.5
COc1ccc([N+](=O)[O-])cc1NC(=O)c1ccc(C)o1	5.0	2.8	1.5	4.8	-4.9	0.0	5.2	-12.9	2.0
Cc1ccc(-n2nnnc2SCC(=O)NCCC2=CCCCC2)c(C)c1	-4.6	-4.2	0.0	7.9	-14.1	-1.8	5.9	2.1	51.5
Cc1cccc(Cn2c(NCC(C)O)nc3c2c(=O)n(C)c(=O)n3C)c1 (stereo not given)	4.6	-3.5	0.1	14.8	21.2	-1.6	9.3	6.5	.
Cc1ccc(NC(=O)COC(=O)c2ccc([N+](=O)[O-])o2)cc1S(=O)(=O)N1CCCCC1	-0.1	0.4	2.3	5.8	4.1	0.1	8.5	0.0	7.3
Cc1cc(NCCN2CCOCC2)n2ncc(-c3ccccc3)c2n1	2.9	-4.3	1.0	10.6	26.8	2.8	15.0	-32.1	-14.1
O=C(NCC1CCCO1)c1ccc(Oc2ccc([N+](=O)[O-])cc2)cc1 (stereo not given)	18.8	-0.2	1.8	6.7	-8.8	-0.8	6.4	-7.1	1.5
CCOC(=O)c1ccc(NC(=O)C(CC)CC)cc1	-2.8	-0.5	0.0	-4.0	2.8	1.2	2.7	-1.1	14.6
Nc1ccc2c(c1)C(=O)N(CC1CCCO1)C2=O (stereo not given)	5.4	-1.7	-0.7	-2.2	8.0	-1.9	9.1	1.2	-14.4
Cn1c(=O)[nH]c(=O)c2c1nc(CN1CCN(c3ccc(F)cc3)CC1)n2CCN1CCOCC1	3.0	0.4	0.1	6.1	-3.3	0.3	7.4	-14.1	14.7
CSc1nc(C)cc(SCC(=O)Nc2ccc(Cl)cc2Cl)n1	4.3	1.0	1.0	8.1	3.0	-0.4	14.8&22.2	9.2	87.0*
CC(C)Oc1ccc(/C(O)=C2/C(=O)C(=O)N(Cc3cccnc3)C2c2ccco2)cc1 (stereo not given)	-2.2	-2.3	-0.4	-5.0	-4.8	2.4	12.9	-20.7	14.5
CCN(c1ccccc1)S(=O)(=O)c1ccc2[nH]c(=O)[nH]c2c1	-3.8	-1.3	1.7	5.7	0.7	-2.8	8.2	4.1	-4.8
Cc1nnc2ccc(N3CCN(c4cccc(C(F)(F)F)c4)CC3)nn12	0.6	-1.7	-0.2	10.9	-1.7	-1.2	7.5	-1.0	34.3
O=C(Nc1nc2c(s1)CCCC2=O)c1cnccn1	-12.7	-2.7	0.1	4.0	-0.9	3.4	5.7	-21.5	11.8
Cc1ccc(-c2nnc(SCC(=O)Nc3sc(C)c(C)c3C#N)n2C)cc1	2.5	-3.4	-0.3	7.8	24.6	0.9	10.1	2.4	66.2

# Not all compounds are listed (hit frequency here may not be typical).
